RGS4 act: potentiators or activators of RGS4 | HEK293 M3R/inducible RGS4, carbachol calcium flux Fluo4; stronger effect = lower value | B-score at 10 µM | 310,000 tested, 0.92% active;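 active = B-score of the integrated calcium signal more than 4 SD below the library mean, with starting fluorescence not abnormally high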;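 note: negative B-score means reduced calcium response which marks RGS4 activation or potentiation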
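Reagent: ECmax carbachol challenge; Test system: M3R-expressing HEK293 line, RGS4 induced by doxycycline; Schedule: overnight RGS4 induction, 30 min dye load 37 °C, 20 min compound RT; Detection: calcium dye Fluo4 fluorescence; Read-out: Agonist-evoked peak-minus-minimum fluorescence over baseline, integrated ratio, B score.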
GSK3beta inhib: blocks human GSK3beta kinase activity | P49841 | GST-GSK3beta kinase, ADP-Glo luminescence, 60 min; stronger effect = lower value | activity score (negative = inhibition), % at 10 µM | 300,000 tested, 0.038% active | AID 2097;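 active = more than half of replicate wells score below -50%, meaning over 50% inhibition versus plate controls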;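 note: 0% = median DMSO wells and -100% = median GW8510 positive control wells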
Target sequence (P49841 whole entry, looked up): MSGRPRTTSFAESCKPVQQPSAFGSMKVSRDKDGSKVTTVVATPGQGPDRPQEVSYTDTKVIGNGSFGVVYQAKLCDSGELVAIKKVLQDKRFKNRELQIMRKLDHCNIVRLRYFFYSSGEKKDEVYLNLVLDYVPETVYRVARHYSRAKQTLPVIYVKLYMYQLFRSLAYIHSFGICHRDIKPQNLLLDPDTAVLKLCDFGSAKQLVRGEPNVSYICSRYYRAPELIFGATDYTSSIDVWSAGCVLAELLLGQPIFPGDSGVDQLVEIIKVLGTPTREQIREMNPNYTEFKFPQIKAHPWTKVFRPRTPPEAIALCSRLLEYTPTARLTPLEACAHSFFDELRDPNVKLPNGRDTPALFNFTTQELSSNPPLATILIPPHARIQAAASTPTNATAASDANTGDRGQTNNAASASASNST
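Test system: GST-tagged human GSK3beta kinase, cell-free; evaluation: activity score scaled between in-plate DMSO and GW8510 controls; measured by: ADP-Glo luminescence; incubation: 60 min reaction, RT; benchmarks: DMSO and 20 µM GW8510; reagent: peptide substrate plus 25 µM ATP (final); medium: Tris/MgCl2 kinase buffer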
HDAC3 inh: blocks human histone deacetylase 3 | inhibition, % at 8.3 µM | 320,000 tested, 0.15% active | AID 2718 | recombinant HDAC3, fluorogenic peptide/trypsin coupled, fluorescence; in the data active = inhibition above about 26%, passing the limit was not always enough
KCNQ1 act: potentiators or activators of human KCNQ1 potassium channel; P51787; CHO-K1 KCNQ1, thallium flux FluxOR fluorescence; stronger effect = higher value; B-score at 10 µM; 310,000 tested, 0.35% active;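 active = fluorescence ratio B-score, a plate-corrected score, at least three library SD, with initial intensity B-score within 5 SD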
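assay system = KCNQ1-transfected CHO-K1 cells | medium = assay buffer with matched DMSO | probe or stimulus = depolarizing K+/Tl+ stimulus, K2SO4 and Tl2SO4 each 12.5 mM in 5x stock | dosing = single dose | incubation = dye 90 min, compound 20 min, room temperature | detection = kinetic FluxOR fluorescence, 10 s baseline plus 110 s post-stimulus | evaluation = ratio B score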
PolyA inhibitor: inhibitors of polyadenylation in S. cerevisiae | S. cerevisiae SKY197-pL101 polyadenylation reporter, beta-gal luminescence; efflux-impaired pdr1/pdr3 knockout yeast; score 100 = 6 SD above DMSO | 300,000 tested, 0.02% active | calls only at 12 µM;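 active = lowest replicate activity score at least 50, where 100 means six control SD above control mean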;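 note: yeast exposed to compound for 9 h at 30 °C; higher score means more reporter readthrough which indicates perturbed polyadenylation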
KCNK9 block: inhibitors of human KCNK9 two-pore domain potassium channel; 310,000 tested, 1.2% active; B-score at 10 µM; Q9NPC2; HEK293 KCNK9, FluxOR thallium flux fluorescence; stronger effect = lower value;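 active = ratio B-score over 3 SD below the library mean, with starting fluorescence within 5 SD of its mean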;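 note: negative B-score means less thallium flux so channel inhibition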
KCNQ1 block: blocks the human KCNQ1 potassium channel. 310,000 tested, 1.3% active. B-score at 10 µM. AID 2642. CHO-K1 KCNQ1, FluxOR thallium flux fluorescence; stronger effect = higher value. P51787;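 active = compounds whose thallium flux B-score, printed positive for inhibition, exceeds three library SD while starting fluorescence stays within three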;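 note: channel opened by potassium depolarization with thallium stimulus after 20 min compound exposure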
DYRK1A inh: blocks rat Dyrk1A kinase activity. Q63470. ADP-Glo luminescence, NFATc1 peptide. inhibition, % at 12.5 µM. 310,000 tested, 0.43% active; in the data active = inhibition above about 50%;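 note: plate controls were vehicle with enzyme for no effect and no enzyme for full effect; many of its hits are not listed in these tables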
GSK3 alpha inh: inhibitors of human GSK-3 alpha kinase | inhibition, % at 10 µM | ADP-Glo luminescence, 60 min | AID 2650 | 320,000 tested, 0.1% active;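 in the data active = inhibition above about 50%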;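 note: GST-tagged GSK-3 alpha with peptide substrate and 25 µM ATP; 0% = DMSO neutral wells and 100% = GW8510 positive control wells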
Target sequence (P49840 whole entry, looked up): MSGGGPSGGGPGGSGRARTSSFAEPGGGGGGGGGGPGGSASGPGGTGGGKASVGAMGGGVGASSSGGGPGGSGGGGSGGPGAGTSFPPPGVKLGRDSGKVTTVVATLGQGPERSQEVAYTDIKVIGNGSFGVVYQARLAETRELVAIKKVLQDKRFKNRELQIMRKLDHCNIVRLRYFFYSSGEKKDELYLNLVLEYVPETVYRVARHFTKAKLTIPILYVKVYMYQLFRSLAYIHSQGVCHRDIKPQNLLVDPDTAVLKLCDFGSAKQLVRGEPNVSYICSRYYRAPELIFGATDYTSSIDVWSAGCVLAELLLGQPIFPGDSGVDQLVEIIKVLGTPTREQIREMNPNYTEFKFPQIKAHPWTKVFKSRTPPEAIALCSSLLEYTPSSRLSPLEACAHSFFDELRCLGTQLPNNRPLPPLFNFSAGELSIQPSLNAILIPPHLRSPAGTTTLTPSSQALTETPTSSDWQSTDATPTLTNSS
KCNK3 inh: human KCNK3 channel inhibition, primary screen | O14649 | CHO-KCNK3 thallium flux, FluxOR fluorescence; stronger effect = lower value | B-score at 10 µM | 340,000 tested, 0.84% active | AID 602410;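 active = B-score under library mean minus 4 SD, starting fluorescence ratio at most library mean plus 5 SD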;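 note: more negative B-score means stronger inhibition of thallium flux through KCNK3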
hERG protect: hERG (human) protection from proarrhythmic block | Q12809 | CHO-hERG, FluxOR thallium flux, dofetilide IC70 present | activation (rescue from dofetilide block), less the hit threshold, % at 10 µM | 310,000 tested, 0.51% active | AID 1511;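 active = activation above the mean of controls blocked by dofetilide plus 5 SD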;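 note: thallium influx through hERG after potassium depolarization seen as dye fluorescence rise; in these data hits start at about 4.7%; inactives centre near -7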
* marks the source's active call; other numbers are inactive results; i = inactive; · = not tested or not shown. The list is partial. The share of hits here may be higher or lower than overall.

Below each compound: RGS4 act	GSK3beta inhib	HDAC3 inh	KCNQ1 act	PolyA inhibitor	KCNK9 block	KCNQ1 block	DYRK1A inh	GSK3 alpha inh	KCNK3 inh	hERG protect
1	CCOC(=O)Cc1nnc(NC(=O)CSc2nc3ccccc3[nH]2)s1
  i	-2	·	i	i	i	i	-1	1	i	-5
2	COc1ccccc1CNC(=O)CCN1C(=O)COc2ccc(C)cc21
  i	1	-2	i	i	i	i	4	-3	i	-13
3	COc1cccc(NC(=O)C(=O)NCCC2CCCCN2S(=O)(=O)c2cccs2)c1 (configuration not stated)
  i	0	·	i	i	i	i	20	·	i	-4
4	Cc1ccc(C(=O)NCc2ccco2)c(C)c1
  i	-4	4	i	i	i	i	-2	0	i	-5
5	Cc1ccc(-c2noc(CCC(=O)NC3CCCc4ccccc43)n2)cc1 (configuration not stated)
  i	0	2	i	i	i	i	-1	0	i	-1
6	Cc1ccc(Nc2nc(N)nc(CSc3nnc(C)s3)n2)cc1
  i	2	4	i	i	i	i	-1	8	i	-4
7	O=C(O)c1ccc2c(=O)n(-c3ccccc3F)c(=S)[nH]c2c1
  i	-3	-6	i	i	i	i	2	-2	i	-11
8	O=S(=O)(NCc1ccncc1)c1ccc(Br)s1
  i	1	1	i	i	i	i	9	-2	i	-17
9	CC(C)Oc1nnnn1-c1ccccc1
  i	2	-7	i	i	i	i	-12	0	i	0
10	CCN(CC(=O)N(CC(C)C)c1c(N)n(CC(C)C)c(=O)[nH]c1=O)Cc1nc2ccccc2c(=O)[nH]1
  i	1	3	i	i	i	i	-5	-1	i	-14

The last 3 compounds of the part above open the next one.
Below each compound: RGS4 act	GSK3beta inhib	HDAC3 inh	KCNQ1 act	PolyA inhibitor	KCNK9 block	KCNQ1 block	DYRK1A inh	GSK3 alpha inh	KCNK3 inh	hERG protect
8	O=S(=O)(NCc1ccncc1)c1ccc(Br)s1
  i	1	1	i	i	i	i	9	-2	i	-17
9	CC(C)Oc1nnnn1-c1ccccc1
  i	2	-7	i	i	i	i	-12	0	i	0
10	CCN(CC(=O)N(CC(C)C)c1c(N)n(CC(C)C)c(=O)[nH]c1=O)Cc1nc2ccccc2c(=O)[nH]1
  i	1	3	i	i	i	i	-5	-1	i	-14
11	Cc1ccc(C(C)C)c(OCCCN(C)Cc2ccccc2)c1
  i	-6	6	i	i	i	i	-5	2	i	-16
12	O=C(CCc1nnc2ccc(NCc3ccccc3Cl)nn12)NCC1CCN(C2CCCC2)C1 (configuration not stated)
  i	0	-2	i	i	i	i	4	-1	i	-5
13	CCOC(=O)C1(CCOc2ccccc2)CCN(Cc2cnc(SC)nc2)CC1
  i	-3	3	i	i	i	i	-4	-5	i	-7
14	CN1CCN(S(=O)(=O)c2csc(C(N)=O)c2)CC1
  i	1	5	i	·	i	i	-2	-6	i	-10
15	CCOC(=O)c1cc2sccc2n1CC(=O)Nc1ccc2c(c1)OCCO2
  i	0	0	i	i	i	i	-4	-1	i	-2
16	CC(=O)NCc1nnc2c3ccccc3c(-c3ccccc3)nn12
  i	-1	-5	i	i	i	i	5	·	i	-7
17	Cc1c(Cl)cccc1NC(=O)NC1CCCCC1
  i	2	1	i	i	i	i	0	-2	i	-11
18	C=CCCC(=O)NC1CC(C)(C)Cc2c1cnn2-c1cccc(F)c1 (configuration not stated)
  i	3	3	i	i	i	i	9	-6	i	-2
19	OCCCn1c(C2CCCN2c2nc(-c3ccc(Cl)cc3)cs2)nc2cc(Cl)c(Cl)cc21 (configuration not stated)
  i	-2	1	i	i	i	i	9	1	i	1
20	CC(C)c1ccc(NC2CCCN(C(=O)c3cccs3)C2)cc1 (configuration not stated)
  i	5	1	i	i	i	i	-3	1	i	-8
21	CCCC#CCN1CCN(C23CC4CC(CC(C4)C2)C3)CC1
  i	0	4	i	i	i	i	-2	-4	i	0
22	COc1ccc(NC(=O)COC(=O)c2ccc(NS(=O)(=O)/C=C/c3ccccc3)cc2)cc1
  i	0	·	i	i	i	i	-1	·	i	-6
23	Cc1cc(C)n2nc(C(=O)N3CCCC(Nc4ccc(F)c(F)c4)C3)cc2n1 (configuration not stated)
  i	-2	7	i	i	i	i	2	-2	i	-16
24	Cc1cccc(NC(=O)c2cc(NC(=O)c3ccco3)ccc2N2CCCCC2)c1
  i	1	-6	i	i	i	i	0	-3	i	-5
25	COc1ccc(C(CC(=O)c2ccccc2)C2CCCCC2=O)cc1 (configuration not stated)
  i	-1	5	i	i	i	i	0	-1	i	-6
26	CCOc1cccc(C(=O)N/N=C/c2coc3ccccc3c2=O)c1
  i	-2	·	i	i	i	i	-6	3	i	-15
27	C/C(N)=C(/C#N)C(=O)COC(=O)c1ccc(C)c(S(=O)(=O)N2CCCCC2)c1
  i	0	16	i	i	i	i	3	-1	i	-3
28	Cc1cccc(NC(=O)Nc2ccccc2[N+](=O)[O-])n1
  i	1	-6	i	i	i	i	2	-1	i	-4
29	CC1(C)CC(NC(=O)C(=O)NCCc2ccc(Cl)cc2)CC(C)(C)N1
  i	3	-10	i	i	i	i	-4	-1	i	-4
30	C=CCSc1nc(C)cc2c1C(=O)OC2
  i	·	2	i	i	i	i	·	-2	i	-12
31	CC(C)CC(=O)Nc1nnc(SCC(=O)NC2CCCCC2)s1
  i	-3	·	i	i	i	i	-1	1	i	-7
32	O=C(c1cccnc1)N1CCN(S(=O)(=O)c2cccc(Cl)c2)CC1
  i	2	5	i	i	i	i	-5	·	i	-14
33	O=C(NCCc1ccccn1)c1ccc(NS(=O)(=O)c2ccc(F)cc2)cc1
  i	-2	1	i	i	i	i	-6	-2	i	-10
34	CC1CCN(S(=O)(=O)c2cc3c4c(c2)C(C)C(=O)N4CCC3)CC1 (configuration not stated)
  i	-3	2	i	i	i	i	-6	2	i	-7
35	CC1CCN(S(=O)(=O)c2cnc(Cl)c(Br)c2)CC1
  i	0	0	i	i	i	i	-9	9	i	-1
36	CCN(CC)S(=O)(=O)c1ccc(C)c(NC(=O)COC(=O)[C@@H]2CCCN2C(=O)c2cccs2)c1
  i	2	6	i	i	i	i	4	-3	i	-10
37	CCOC(=O)N1CCN(C(=O)CCc2cc(OC)c(OC)c(OC)c2)CC1
  i	-2	-6	i	i	i	i	-2	·	i	-8
38	Cn1c2ccccc2c2cnn(CC(=O)Nc3cccc(F)c3)c(=O)c21
  i	1	0	i	i	i	i	6	0	i	-11
39	Cc1cc(C)cc(Nc2ccc(C(=O)O)cc2N)c1
  i	-2	-23	i	i	i	i	-6	-3	i	-10
40	Fc1ccccc1CSc1nnnn1-c1ccc2c(c1)OCO2
  i	1	7	i	i	i	i	3	-1	i	-4

Some of the entries so far, in transposed form.
#39 Cc1cc(C)cc(Nc2ccc(C(=O)O)cc2N)c1
#40 Fc1ccccc1CSc1nnnn1-c1ccc2c(c1)OCO2

screen / no. | 39 | 40
RGS4 act | i | i
GSK3beta inhib | -2 | 1
HDAC3 inh | -23 | 7
KCNQ1 act | i | i
PolyA inhibitor | i | i
KCNK9 block | i | i
KCNQ1 block | i | i
DYRK1A inh | -6 | 3
GSK3 alpha inh | -3 | -1
KCNK3 inh | i | i
hERG protect | -10 | -4

Next records:
Below each compound: RGS4 act	GSK3beta inhib	HDAC3 inh	KCNQ1 act	PolyA inhibitor	KCNK9 block	KCNQ1 block	DYRK1A inh	GSK3 alpha inh	KCNK3 inh	hERG protect
41	CCCCN(C(=O)CCCc1nc2ccccc2s1)c1c(N)n(CCCC)c(=O)[nH]c1=O
  i	-3	8	i	i	i	i	-6	-2	i	-10
42	O=C(Nc1nc2ccccc2s1)C1=NN(c2ccccc2)C(=O)CC1
  i	0	1	i	i	i	i	17	-3	i	0
43	CCc1ccc(/C=C2\SC(=S)N(CCC(=O)NC3=NCCS3)C2=O)cc1
  i	-1	-2	i	i	i	i	·	·	·	-8
44	COc1ccc(-c2nnc(SCC(=O)N3CCOCC3)o2)cc1OC
  i	3	2	i	i	i	i	5	2	i	-7
45	CCCCNC(=O)/C(C#N)=C/c1ccc(-c2ccc(S(=O)(=O)N3CCOCC3)cc2)o1
  i	-2	1	i	i	i	i	6	-1	i	-16
46	COc1ccc(NC(=O)COC(=O)C2=COCCO2)cc1OC
  i	1	-1	i	i	i	i	-6	-3	i	-3
47	COc1ccc(C(=O)N/N=C/c2ccc(N3CCOCC3)o2)cc1OC
  i	2	5	i	i	i	i	-4	1	i	-4
48	COc1cccc(NS(=O)(=O)c2ccc3c(c2)N(C(C)=O)CCS3)c1
  i	-2	-8	i	i	i	i	-4	-2	i	-12
49	COP(=O)(OC)c1nc(-c2cccc3ccccc23)oc1N1CCCCC1
  i	-1	-129	i	i	i	i	3	1	i	-15
50	CCC(C)[C@@H](CN(N=O)[C@@H](Cc1ccccc1)CN(C)N=O)N(CCc1ccccc1)N=O (some centres not stated)
  i	-18	11	i	i	i	i	5	-3	i	-10
51	OCCN(CCO)Cc1csc2ccccc12
  i	0	0	i	i	i	i	-4	-1	i	1
52	Cn1c(=O)c2c(nc(CN3CCC(C(N)=O)CC3)n2Cc2c(Cl)cccc2Cl)n(C)c1=O
  i	0	-5	i	i	i	i	1	-2	i	-10
53	CN(C)c1ccc(/C=N\Nc2nc(-c3ccccc3)cc(=O)[nH]2)cc1
  i	4	·	i	i	i	i	·	·	i	-1
54	Cc1cccc(C)c1NC(=O)CN(C)CC(=O)Nc1cc(Cl)ccc1C#N
  i	-4	-2	i	i	i	i	-5	-2	i	-2
55	CC(C)(C)C(=O)C[n+]1ccccc1
  i	3	-2	i	i	i	i	2	0	i	-9
56	COCCN(CCOC)S(=O)(=O)c1ccc(C(=O)NCCCN2CCOCC2)cc1
  i	5	-1	i	i	i	i	-2	1	i	-7
57	CCOC(=O)c1cc2c(ccn2C)n1CC(=O)N(CC)CC
  i	0	2	i	i	i	i	-2	0	i	-10
58	Cc1cccc(NC(=O)c2nc[nH]c2C(=O)NCC(=O)OC(C)(C)C)c1
  i	0	0	i	i	i	i	3	0	i	-19
59	COc1cc(/C=N/NC(=O)NC2CCCCC2)ccc1O
  i	0	17	i	i	i	i	17	-1	i	1
60	COc1ccc(C(C)NC(=S)NC2CCCCC2)cc1OC (configuration not stated)
  i	0	·	i	i	i	i	0	0	i	-8
61	Cc1cc(OCCCn2ccnc2)cc(C(C)C)c1
  i	1	1	i	·	i	i	·	-2	i	-12

Screening results from PubChem BioAssay.
